Assay outcomes from PubChem.
Ecoli viability: E. coli V3065 growth inhibition, primary screen, counter-screen for AddAB inhibitor project, absorbance, OD600 | 18 h | hit rate 0.27% among 330,000 | inhibition, % at 11.9 µM;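 active = inhibition above the campaign's mean inhibition across all tested compounds plus 3 SD, cut at about 9.9% in these data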;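 also: uninfected addAB+ strain grown without phage in ampicillin broth; 0% = DMSO wells and 100% = ciprofloxacin 0.95 µg/ml wells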
PKA-R1A activ: activators of PKA-R1A holoenzyme, primary screen, biochemical, fluorescence polarization, Cy5-IP20, bovine R1A, mouse PKAc; PKA-R1A dissociation; scaled: DMSO 0%, 113 µM cGMP 100%; activation, % at 11.4 µM; hit rate 0.083% among 340,000; AID 504707, 2011;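 active = percent activation above the mean of all tested compounds plus 3 SD, cut at about 19% in these data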;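 also: higher means more PKAc released from R1A so a rise in polarization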
AddAB inh: growth inhibition of E. coli expressing H. pylori AddAB, primary screen, AddAB inhibitor project, absorbance. inhibition, % at 11.9 µM. AID 435030, 2010. hit rate 0.29% among 330,000; in the data active = inhibition above about 12%;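 also: 0% = vehicle wells of infected cells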
Tat export inh: E. coli Tat export inhibitors, primary screen, MC4100, TorA-mCherry reporter, fluorescence, single point; inhibition, % at 10 µM; AID 488895, 2010; hit rate 0.036% among 340,000;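 active = mean replicate inhibition at least 50% and at least half of replicates individually reaching 50%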;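 also: exported cargo escapes ClpAP degradation while cytoplasmic cargo is degraded and loses fluorescence; 0% = median of neutral control wells and 100% = median of NaSCN control wells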
DAGLB inhibitor: DAGLB lipase inhibitors, primary screen, biochemical, fluorescence, HTS. Diacylglycerol lipase-beta (Homo sapiens), Q8NCG7. HEK293T DAGLB membrane lysate, EnzChek fluorogenic substrate. inhibition, % at 5.17 µM. hit rate 0.059% among 340,000. AID 504411, 2011; in the data active = inhibition above about 34%;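 also: 0% = enzyme with vehicle and 100% = wells lacking enzyme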
Target sequence (Q8NCG7 whole entry, looked up): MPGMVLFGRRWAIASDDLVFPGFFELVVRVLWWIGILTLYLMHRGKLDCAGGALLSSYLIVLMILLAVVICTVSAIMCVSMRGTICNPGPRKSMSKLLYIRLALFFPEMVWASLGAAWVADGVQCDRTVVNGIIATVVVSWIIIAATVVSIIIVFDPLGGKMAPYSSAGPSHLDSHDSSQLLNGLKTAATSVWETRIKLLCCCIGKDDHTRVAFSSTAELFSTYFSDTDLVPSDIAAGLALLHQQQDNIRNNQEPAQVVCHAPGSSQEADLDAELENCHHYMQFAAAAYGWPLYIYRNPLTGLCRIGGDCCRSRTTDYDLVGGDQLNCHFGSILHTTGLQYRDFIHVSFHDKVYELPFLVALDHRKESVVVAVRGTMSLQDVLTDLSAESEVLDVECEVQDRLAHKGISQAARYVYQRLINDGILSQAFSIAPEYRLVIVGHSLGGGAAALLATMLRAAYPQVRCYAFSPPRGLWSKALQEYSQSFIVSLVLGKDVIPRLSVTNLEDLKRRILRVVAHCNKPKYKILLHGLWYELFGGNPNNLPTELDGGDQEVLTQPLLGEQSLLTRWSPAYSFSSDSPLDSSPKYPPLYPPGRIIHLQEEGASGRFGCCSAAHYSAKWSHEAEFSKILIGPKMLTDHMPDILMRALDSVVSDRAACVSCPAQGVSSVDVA
HTR5A ag: HTR5A agonists in luminescence cell assay, primary screen, counter-screen for OPRM1-OPRD1 heterodimer agonist project, full-deck HTS. 5-hydroxytryptamine receptor 5A (Homo sapiens), P47898. cell-based. activation, % at 9.3 µM. hit rate 0.61% among 340,000. AID 504692, 2011; in the data active = activation mostly above about 9.5%, no sharp cut-off; inactive = mostly below about 7.6%;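 also: 0% = cells with vehicle only and 100% = reference agonist; strong numbers were not always called active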
Target sequence (P47898 whole entry, looked up): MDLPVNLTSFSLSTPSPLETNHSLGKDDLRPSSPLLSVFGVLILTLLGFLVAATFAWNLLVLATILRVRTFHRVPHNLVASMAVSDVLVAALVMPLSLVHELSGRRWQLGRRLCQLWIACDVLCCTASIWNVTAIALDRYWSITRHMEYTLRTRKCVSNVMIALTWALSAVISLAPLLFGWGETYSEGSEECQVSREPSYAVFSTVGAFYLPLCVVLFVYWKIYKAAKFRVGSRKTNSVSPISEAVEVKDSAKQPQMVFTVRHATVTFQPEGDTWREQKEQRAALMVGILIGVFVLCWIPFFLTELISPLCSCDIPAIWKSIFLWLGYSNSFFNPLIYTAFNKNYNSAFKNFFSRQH
SUMO Mot1 rescue: yeast Mot1-301 growth rescue at high temperature, primary screen, SUMOylation pathway inhibitor project, S. cerevisiae, ATP luminescence, 38.5C; S. cerevisiae Mot1-301 growth rescue; percent above DMSO median, 100 means doubled; growth rescue, % at 18.8 µM; hit rate 1% among 320,000; AID 2716, 2010;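 active = every valid replicate shows activation above 250% relative to neutral control wells; inactive = the rest, any valid replicate at or below 250%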;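 also: OY570 slx delta 5 strain wells were the positive control but not used for scaling; some compounds called inactive have numbers as strong as hits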
HTR5A inv ctr: HTR5A inverse agonists in luminescence cell assay, primary screen, counter-screen for OPRM1-OPRD1 heterodimer inverse agonist project, full-deck HTS | 5-hydroxytryptamine receptor 5A (Homo sapiens), P47898 | HTR5A cell line, inverse agonism | inhibition, % at 9.3 µM | AID 504634, 2011 | hit rate 0.083% among 340,000; in the data active = inhibition mostly above about 23%, no sharp cut-off; inactive = mostly below about 18%;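 also: 0% = cells with DMSO and 100% = no-cell wells with DMSO; some compounds called inactive have numbers as strong as hits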
phage Ecoli inh: growth loss of phage-infected E. coli, primary screen, RecBCD inhibitor project, absorbance, with phage, HTS; AID 651602, 2012; hit rate 0.26% among 360,000; inhibition, % at 11.9 µM; in the data active = inhibition above about 11%
PKA-R2B act: activators of PKA-R2B holoenzyme, primary screen, biochemical, fluorescence polarization, Cy5-IP20, human; hit rate 0.079% among 340,000; activation, % at 11.4 µM; PKA-R2B holoenzyme dissociation; R2B truncated from residue 108, S112A mutant; 0% DMSO only, 100% 113 µM cGMP; AID 504700, 2011; cAMP-dependent protein kinase catalytic subunit beta (Homo sapiens) + cAMP-dependent …;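 active = activation above a cutoff set at the mean over all compounds plus 3 SD, cut at about 18% in these data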;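 also: higher means more holoenzyme dissociation and a rise in polarization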
CDK5 inh: inhibitors of human CDK5/p35 kinase, primary screen, biochemical, single concentration | Cyclin-dependent kinase 5 (Homo sapiens) + Cyclin-dependent kinase 5 activator 1 (Homo … | Recombinant CDK5/p35, ADP-Glo luminescence, 60 min | inhibition, % at 10 µM | hit rate 0.01% among 330,000 | AID 488839, 2010;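 active = highest replicate inhibition of at least 50% and at least 75% of replicates reaching 50%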;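 also: plate controls were DMSO neutral control for no effect and GW8510 at 10 µM for full effect; many of its hits are not listed in these tables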
Numbers without * were called inactive; i = inactive; . = not tested or not shown.

SMILES	Ecoli viability	PKA-R1A activ	AddAB inh	Tat export inh	DAGLB inhibitor	HTR5A ag	SUMO Mot1 rescue	HTR5A inv ctr	phage Ecoli inh	PKA-R2B act	CDK5 inh
O=C(Nc1cccc(Cl)c1)OC1CCCCc2cccnc21 (stereo unspecified)	2.1	-12	2.7	3	-3	-3	0	-11	2.3	-8	1.9
CC(C)C[C@@H](CSc1ccccc1)N1CCN(CC(C)C)CCC1=O	0.2	-5	1.8	2	-8	3	12	-8	2.4	-4	-0.6
Cc1cc(C)nc(NC(=O)C2c3ccccc3Oc3ccccc32)n1	-1.0	.	1.7	-4	.	.	-11	.	2.0	.	-3.3
Cc1cccc(-n2c(O)c(C=Nc3ccc(O)cc3)c3ccccc3c2=O)n1	-0.5	-16	1.5	-14	1	3	370	4	3.1	5	.
Cc1ccc(C2(c3ccccc3)NC(=O)N(CC(=O)N(C)C3CCS(=O)(=O)C3)C2=O)cc1C (stereo unspecified)	-1.1	0	0.4	2	1	1	-21	-5	2.8	-6	1.1
CC(C)CC(=O)c1c[nH]c(C(=O)N2CCN(Cc3ccccc3)CC2)c1	-0.9	-5	2.5	-3	0	-4	0	9	-2.1	3	-0.8
CC(=O)Nc1ccc(C2=NNC(=Nc3cccc(S(=O)(=O)N(C)C)c3)SC2)cc1	-2.0	-6	-1.7	-4	-14	8	-5	-21	.	-4	-4.3
CC1CN(C(=O)CCS(=O)(=O)c2ccccc2)CC(C)O1 (stereo unspecified)	-0.8	6	4.4	-1	-2	14*	178	1	0.6	-12	1.5
COc1cccc(-c2nc(COc3ccc(Cl)cc3Cl)no2)c1	-2.0	-6	1.3	7	-9	-2	-2	14	3.7	-2	0.0
O=C(Nc1ccc(Cl)cc1)Nc1ccccc1CC[N+](=O)[O-]	0.7	-1	3.4	0	1	2	250	-2	6.4	3	-1.7
O=C(Nc1ccccc1)C1=C[C@@H](C2CCCCC2)C[C@@H](OCc2ccc(CO)cc2)O1	-1.2	1	2.9	-3	-7	-3	-16	-18	1.8	-1	-1.1
COc1ccc(Nc2nc(N)nc(CSc3nccn3C)n2)cc1	0.1	-5	5.3	-2	1	-2	-8	1	6.9	1	-0.4
CCOC(=O)c1ccc(NC(=S)NN)cc1	-1.8	5	0.3	-8	-14	0	.	-1	2.9	10	-0.2
CC(C)N(C)C1CCN(S(=O)(=O)c2ccc(-c3ccc(=O)[nH]n3)s2)CC1	-0.3	4	3.9	-12	0	0	51	1	0.5	-5	0.1
CCCc1nnc(NC(=O)CCN2C(=O)c3ccccc3C2=O)s1	0.0	-9	0.3	-4	3	0	1	-2	-0.7	2	1.3
Cn1nnnc1SCCNCc1ccc(Cl)cc1	2.6	-6	0.8	-3	1	-2	121	-12	4.2	1	-1.3
Cc1coc2c1c(C)cc1oc(=O)c(CC(=O)N[C@@H](C)C(=O)O)c(C)c12	.	-16	.	-6	2	-1	-17	2	-1.4	-5	-0.9
CC(C)OC(=O)c1cccc(C(=O)O)n1	-0.9	-2	0.6	-2	2	8	10	-38	1.6	-2	1.3
CN(C)CCC#CC1(O)c2ccccc2-c2ccccc21	-0.4	-4	2.3	2	-1	0	2	-27	1.0	-8	1.3
COc1ccc(-n2c(SCC(N)=O)nnc2-c2ccc(NS(=O)(=O)c3ccc(C)cc3)cc2)cc1	-1.7	2	-1.3	-2	0	-1	0	11	2.4	-6	1.0
CCC1(C)Cc2c(sc(NC(=S)NC(=O)c3ccccc3)c2C#N)CO1 (stereo unspecified)	-0.8	-6	3.4	-9	0	0	0	0	2.0	2	0.2
CCOc1cc(/C=C2\SC(=Nc3ccc(CC)cc3)NC2=O)ccc1OCC(=O)O	-3.3	-5	1.4	-4	5	4	168	-17	0.0	5	-0.1
Cc1cc(NC(=O)c2ccc3c(c2)OCO3)no1	-0.2	-12	3.3	5	-1	2	-2	-28	1.4	-10	0.7
COc1cc2c(-c3ccccc3O)nc3c(c(C)nn3-c3ccccc3)c2cc1OC	-3.1	-8	3.7	9	0	1	-16	-4	1.8	2	0.7
COc1cc2oc3cc(C#Cc4ccc(N)cc4)ccc3c(=O)c2cc1OC	-1.4	-1	1.8	4	3	13	7	-21	-3.8	-4	-1.1

The list goes on, starting with the last two of the part before.
SMILES	Ecoli viability	PKA-R1A activ	AddAB inh	Tat export inh	DAGLB inhibitor	HTR5A ag	SUMO Mot1 rescue	HTR5A inv ctr	phage Ecoli inh	PKA-R2B act	CDK5 inh
COc1cc2c(-c3ccccc3O)nc3c(c(C)nn3-c3ccccc3)c2cc1OC	-3.1	-8	3.7	9	0	1	-16	-4	1.8	2	0.7
COc1cc2oc3cc(C#Cc4ccc(N)cc4)ccc3c(=O)c2cc1OC	-1.4	-1	1.8	4	3	13	7	-21	-3.8	-4	-1.1
CC12CC(NC(=O)N1c1cccc(C(=O)N3CCN(c4ccccc4F)CC3)c1)c1ccccc1O2 (stereo unspecified)	0.5	-9	1.6	-3	0	6	-19	-36	1.4	-2	-0.7
Cc1ccc(N2CC(NS(=O)(=O)c3cccs3)CC2=O)cc1C (stereo unspecified)	1.1	-7	0.1	-1	1	-1	62	1	0.7	-1	-0.2
CC1(C)CC2c3cccc(C(=O)O)c3C(=O)N2c2c1ccc1ccccc21 (stereo unspecified)	-0.5	5	0.3	9	2	1	0	-13	4.8	-5	-2.8
CN(C)CCN(Cc1ccccc1)S(=O)(=O)c1ccc2c(c1)n(C)c(=O)c(=O)n2C	-1.5	-20	-1.4	1	-1	1	-2	-4	-0.5	-11	-0.5
COCCn1c(SCC(=O)Nc2ccc3c(c2)OCCO3)nnc1C(C)C	-1.1	-9	3.0	-4	1	3	i	-9	1.1	-5	2.0
O=C(NCc1ccc(OC(F)(F)F)cc1)C1CC2Cn3c(nc4ccccc43)C2N1Cc1ccccc1 (stereo unspecified)	2.5	-12	4.4	0	-2	-1	-4	2	0.5	-9	-0.7
Cc1ccc([N+](=O)[O-])cc1N=Nc1c(C)[nH]n(C(N)=S)c1=O	-0.9	4	-0.1	-5	1	-2	-8	7	0.2	1	0.7
COC(=O)[C@@]1(C)CC[C@]2(C)CC[C@@]3(C)C(=CC(=O)C4[C@@]5(C)CC[C@H](O)C(C)(C)[C@@H]5CC[C@]43C)[C@H]2C1 (stereo partly specified)	-0.2	-2	3.4	-12	-1	0	8	-3	3.6	-19	0.3
CCCS(=O)(=O)c1nc(S(=O)(=O)c2ccc(C)cc2)c(NCCCN2CCCC2=O)s1	-0.4	-8	-0.5	-1	0	4	-5	-8	3.5	6	0.2
CCN(CC)C(=O)Cn1cc(S(=O)(=O)CC(=O)NCc2ccccc2)c2ccccc21	1.5	-11	0.0	-11	-2	-2	-12	-1	2.8	-3	0.1
Cc1cccc(C)c1Nc1nnc(SCC(=O)NC2CCS(=O)(=O)C2)s1 (stereo unspecified)	-1.2	-9	0.9	12	1	0	.	1	1.5	-1	-0.4
Cc1ccsc1C1C2=C(CC(C)(C)CC2=O)Nc2ncnn21 (stereo unspecified)	-3.3	-2	-1.9	1	3	-2	21	5	4.3	-6	2.6
Cc1cccc(C)c1NC(=O)CSc1nnc(-c2ccco2)n1N	0.4	-2	1.8	4	2	1	-3	-2	2.7	-9	-4.2
CCc1ccccc1NC(=S)N(CCOC)C(C)c1ccco1 (stereo unspecified)	2.5	10	0.8	-5	-8	1	-24	0	-0.3	0	-0.3
Cc1ccc(S(=O)(=O)NN2C(=O)c3ccccc3NC2c2ccccc2)cc1 (stereo unspecified)	0.8	-8	-2.0	0	0	0	9	1	3.2	10	-0.5
Cc1cc(C(=O)N(C2CCCCC2)C2CCCCC2)no1	-2.9	-5	2.7	0	-4	3	-8	-17	12*	-9	1.8
Cc1nc(C(=O)NC2CCCCC2)sc1C1(C)CC(c2cccc([N+](=O)[O-])c2)=NO1 (stereo unspecified)	-2.2	-3	2.2	1	-6	18	-3	-53	2.0	-11	-0.4
O=C(NCc1ccco1)C1CCC(N2C(=O)C3C4CCC(C4)C3C2=O)CC1 (stereo unspecified)	0.2	-11	2.9	-4	0	3	-5	-8	5.8	5	-1.1
NC(=O)CC(NC(=O)c1ccccc1)c1ccc(NCc2ccccc2)c([N+](=O)[O-])c1 (stereo unspecified)	-1.5	5	1.6	-15	10	-2	0	5	3.0	-5	0.2
CC(C)CC1NC(=O)N(CC(=O)Nc2ccc3c(c2)CCC3)C1=O (stereo unspecified)	0.8	4	0.9	0	1	0	156	0	3.8	-1	-1.0
O=C(CNC(=O)c1cccnc1)N=Nc1c(O)[nH]c2c(Br)cc(Br)cc12	-2.5	-17	4.8	21	2	-4	-5	15	-0.1	9	.
Cc1ccc(-c2nnc(N3CC(C)OC(C)C3)c3ccccc23)cc1 (stereo unspecified)	-0.9	-6	0.2	1	-1	5	-10	-16	2.3	-5	3.4
O=C(CCS(=O)(=O)c1ccc(Br)s1)NC1CCCC1	-1.5	-1	2.3	4	0	1	3	-3	1.7	-5	-2.5
COC(CN(C(=O)CCl)C(C(=O)NC1CCCCC1)c1ccc(C)cc1)OC (stereo unspecified)	0.2	-9	1.5	-3	1	3	-22	15	3.5	5	1.0

5 compounds from above, arranged by heavy-atom count, lowest first:
SMILES	Ecoli viability	PKA-R1A activ	AddAB inh	Tat export inh	DAGLB inhibitor	HTR5A ag	SUMO Mot1 rescue	HTR5A inv ctr	phage Ecoli inh	PKA-R2B act	CDK5 inh
Cn1nnnc1SCCNCc1ccc(Cl)cc1	2.6	-6	0.8	-3	1	-2	121	-12	4.2	1	-1.3
CC1(C)CC2c3cccc(C(=O)O)c3C(=O)N2c2c1ccc1ccccc21 (stereo unspecified)	-0.5	5	0.3	9	2	1	0	-13	4.8	-5	-2.8
Cc1ccc(S(=O)(=O)NN2C(=O)c3ccccc3NC2c2ccccc2)cc1 (stereo unspecified)	0.8	-8	-2.0	0	0	0	9	1	3.2	10	-0.5
COc1cc2c(-c3ccccc3O)nc3c(c(C)nn3-c3ccccc3)c2cc1OC	-3.1	-8	3.7	9	0	1	-16	-4	1.8	2	0.7
COc1ccc(-n2c(SCC(N)=O)nnc2-c2ccc(NS(=O)(=O)c3ccc(C)cc3)cc2)cc1	-1.7	2	-1.3	-2	0	-1	0	11	2.4	-6	1.0
